# XBP1 UPR activ: activators of adaptive arm of unfolded protein response (XBP1). CHO-XBP1 luciferase reporter, IRE1-XBP1 UPR activation, luminescence; percent of tunicamycin response, DMSO as zero. activation, % at 20 µM. actives 0.33% (n = 330,000). AID 463104;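 active = versus positive control, 20 µM dose yields 30% or more activation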;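 note: 100% = tunicamycin at 10 µg/mL and 0% = DMSO only wells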
#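 Material: CHO-XBP1 cells stably carrying IRE1-XBP1-driven luciferase reporter / Amount: 1000 cells per well / Compound: 20 µM, 1% DMSO / Times: 6 h treatment, 37 °C / Detection: luciferase luminescence / Measure: % activation of reporter signal versus tunicamycin and DMSO controls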
# Mdm2 MdmX PPI: disrupts the human Mdm2-MdmX interaction; inhibition, % at 8 µM; actives 3% (n = 330,000); O15151+Q00987; AID 485346; SaOS-2 split-luciferase Mdm2/MdmX complementation, luminescence;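 active = inhibition of at least 50% at 8 µM in the primary screen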
# CHOP UPR activ: apoptotic UPR (CHOP) activation; actives 0.34% (n = 330,000); AID 449763; activation, % at 10 µM; CHO-CHOP luciferase reporter, luminescence; percent of tunicamycin response over DMSO baseline;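 active = at 10 µM dose, activation of 40% or more, normalized to positive control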;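 note: 100% = tunicamycin at 10 µg/mL and 0% = DMSO alone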
#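 System: CHO CHOP reporter cells. Amount: 500 cells per well. Buffer or medium: F12 medium, 10% FBS. Compound dosing: one dose, 10 µM in 0.5% DMSO. Incubation: 6 h compound exposure at 37 °C after overnight seeding. Technique: Steady-Glo luciferase luminescence. Benchmarks: tunicamycin and DMSO controls.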
# Jurkat NFkB inh: inhibitors of the PMA/ionomycin-induced NF-kB reporter in Jurkat cells. actives 0.53% (n = 330,000). AID 435003. inhibition, % at 4 µM. PMA/ionomycin-induced NF-kB luciferase reporter, luminescence; in the data active = inhibition above about 50%
# CXCR6 inh: blocks human CXCR6 beta-arrestin recruitment; CHO-K1 PathHunter CXCR6 beta-arrestin, luminescence; inhibition, % at 20 µM; actives 0.36% (n = 360,000); in the data active = inhibition above about 34%, passing the limit was not always enough;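 note: antagonist mode with CXCL16 agonist at 10 nM final; 0% = 10 nM CXCL16 with DMSO and 100% = unstimulated wells without agonist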
# Target sequence (O00574 whole entry, looked up): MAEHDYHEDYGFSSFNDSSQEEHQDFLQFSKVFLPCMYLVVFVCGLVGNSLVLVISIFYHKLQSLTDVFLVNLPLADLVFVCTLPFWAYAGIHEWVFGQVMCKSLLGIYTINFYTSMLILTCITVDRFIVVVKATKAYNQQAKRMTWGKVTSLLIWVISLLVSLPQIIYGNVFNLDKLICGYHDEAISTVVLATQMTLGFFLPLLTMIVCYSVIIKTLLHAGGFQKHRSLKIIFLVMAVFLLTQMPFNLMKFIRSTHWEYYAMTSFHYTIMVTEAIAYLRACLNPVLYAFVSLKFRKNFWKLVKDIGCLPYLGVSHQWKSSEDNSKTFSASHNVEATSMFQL
# 697 NFkB inh: inhibitors of the PMA/ionomycin-induced NF-kB reporter in 697 B cells; inhibition, % at 4 µM; actives 0.33% (n = 330,000); 697 B-cell NF-kB luciferase reporter, 16 h; AID 435022; in the data active = inhibition above about 35%
# CCR6 antag: antagonists of human CCR6 receptor; CHO-K1 CCR6 PathHunter beta-arrestin, luminescence, CCL20-stimulated; inhibition, % at 20 µM; actives 0.49% (n = 340,000);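 active = compounds whose inhibition of the agonist-driven luminescence signal at 20 µM reaches about 50%, limit read from the data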;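 note: cells stimulated with CCL20 at 14 nM final; plate controls were DMSO with CCL20 for no effect and DMSO without agonist for full effect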
# Gli-Sufu block: blocks Gli-Sufu signaling in a luciferase reporter | Sufu-KO-LIGHT fibroblasts, Gli luciferase reporter luminescence | inhibition, % at 5 µM | actives 0.74% (n = 340,000) | AID 588413;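 active = inhibition above about 55%, limit read from the data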;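 note: 0% = DMSO-treated cells and 100% = wells with medium but no cells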
# EBI2 block: antagonists of human EBI2 receptor; inhibition, % at 5 µM; P32249; AID 651636; actives 0.81% (n = 360,000); EBI2 beta-arrestin recruitment, luminescence, 7a,25-OHC stimulated; in the data active = inhibition above about 38%;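 note: enzyme fragment complementation signal reports receptor beta-arrestin coupling in cells; 0% = agonist plus DMSO wells and 100% = wells without agonist; some results beyond the cut were filed as inactive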
# Target sequence (P32249 whole entry, looked up, the tested form may be a part): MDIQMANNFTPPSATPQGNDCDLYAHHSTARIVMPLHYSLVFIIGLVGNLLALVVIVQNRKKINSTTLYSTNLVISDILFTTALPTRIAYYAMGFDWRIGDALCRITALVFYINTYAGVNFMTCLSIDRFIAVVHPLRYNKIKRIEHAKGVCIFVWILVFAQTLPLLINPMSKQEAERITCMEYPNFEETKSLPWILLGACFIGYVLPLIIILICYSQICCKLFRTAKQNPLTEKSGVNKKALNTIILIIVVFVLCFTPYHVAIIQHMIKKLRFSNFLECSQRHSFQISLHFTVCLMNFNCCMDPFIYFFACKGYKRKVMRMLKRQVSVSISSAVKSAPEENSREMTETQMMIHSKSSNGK
# * = called active by the depositor; · = not tested or not shown.
compound	XBP1 UPR activ	697 NFkB inh	CXCR6 inh	Gli-Sufu block	CHOP UPR activ	Jurkat NFkB inh	EBI2 block	CCR6 antag	Mdm2 MdmX PPI
COc1ccc(N(CC(=O)NC2CCCCCC2)S(=O)(=O)c2ccccc2)cc1Cl	-3	-33	12	8	0.3	-6	11	21	8
Cc1ccc(NC(=O)COC(=O)CN2CSCC2=O)cc1C	-1	12	-3	-6	-1.8	-18	2	11	5
O=C(Nc1ccc(Cl)cn1)c1cc2c(s1)-c1ccccc1OC2	4	-27	1	-43	8.4	-50	2	18	-55
Cc1cccc2cc(CN(CC3CCCO3)C(=O)c3ccco3)c(=O)[nH]c12 (stereo unspecified)	-1	4	-7	-2	0.7	-9	-11	5	-11
Cn1cccc1C(=O)NC(=O)COC(=O)CC12CC3CC(CC(Br)(C3)C1)C2	0	-5	-2	2	0.0	-10	-7	4	-6
CCN(CC)CCN(C(=O)c1ccc2c(c1)OCCO2)c1nc2cc(C)cc(C)c2s1	2	-4	0	10	-2.3	19	16	-2	31
COc1ccc(N2CCN(Cc3cc(=O)oc4cc5c(cc34)CCCC5)CC2)cc1	4	-4	2	7	-4.2	-5	-11	39	48
COc1ccc(CC2(CO)CCN(S(=O)(=O)c3c(C)nn(C)c3Cl)CC2)cc1	-2	10	5	3	0.8	-2	-2	16	7
CC(=O)O[C@H]1CC[C@@]2(C)[C@@H](CC[C@@H]3[C@@H]2CC[C@]2(C)[C@@H](C(C)(C)O)C[C@@H]32)C1	5	-1	-22	-1	-1.0	8	-9	-19	-28
O=CN1CCC(=O)N(Cc2ccccc2)c2ccccc21	-2	-10	-4	0	-2.2	-12	-3	-12	4
O=C(Nc1ccc(Cl)cc1C(=O)NCC1CCCO1)c1ccco1 (stereo unspecified)	-2	21	7	10	-0.2	14	-22	3	-18
Cc1ccc(OC[C@H](O)[C@H](C)NC(C)C)c2c1CCC2	-7	2	6	-1	-0.5	-7	-7	8	4
O=C(CN1C(=O)C2CC=CCC2C1=O)OCCN1C(=O)c2ccccc2C1=O (stereo unspecified)	3	-1	0	-11	-0.6	1	1	24	4
CSCCC(NC(=O)COc1ccccc1)C(=O)N(C)CC(=O)Nc1c(C)cccc1C (stereo unspecified)	-2	24	10	-5	2.3	4	1	0	-7
CCOc1cc(N2CCOCC2)c(OCC)cc1NC(=O)c1ccc(S(C)(=O)=O)cc1	0	8	0	-5	2.1	3	-5	-17	11
Cc1ccc(C(=O)Nc2nnc(CC(=O)N/N=C/c3ccncc3)s2)cc1	1	-47	5	-9	1.6	-35	-7	5	-3
CC(C)NC(=O)NCCCCCCS(C)=O (stereo unspecified)	2	-2	4	6	3.2	-19	-6	9	-18
CNC(=O)CN(c1ccc(F)cc1)S(=O)(=O)c1cc(C)ccc1OC	3	0	3	3	-0.1	-13	-1	-5	-5
CSc1nnc(-c2cc(Br)ccc2N=Cc2c(C)[nH]n(-c3ccccc3)c2=O)c(=O)[nH]1	-3	23	8	6	-0.2	8	3	10	-4
CC1C(c2ccccc2)N(C)C(c2ccccc2)C(C)C1(O)C#Cc1ccccc1 (stereo unspecified)	2	7	6	7	-1.1	19	22	50*	71*
CC(=O)Nc1ccc(S(=O)(=O)NCCC(=O)OCC(=O)c2ccc(F)c(F)c2)cc1	-3	-39	5	-27	-0.1	7	-5	1	-15
COc1cc(NS(=O)(=O)c2ccc3[nH]c(=O)[nH]c3c2)cc(OC)c1	-1	-10	1	0	3.6	-11	1	-1	-6
Cc1ccc(C)c(OCCNc2ncccc2[N+](=O)[O-])c1	-1	2	9	-10	1.0	4	14	28	36
CC(C)n1cc2c(N)ncnc2n1	·	·	-2	2	·	·	-4	2	·
CCCc1cc2c(cc1NS(=O)(=O)c1ccc(CCNC(C)=O)cc1)OCO2	0	-26	-5	-1	0.6	1	-6	-6	-25
COc1ccc(CCNC(=O)COc2ccc(S(=O)(=O)NC(C)C)cc2)cc1OC	-3	17	-2	-3	-0.6	-3	-18	6	10
CCOC(=O)c1sc(NC(=O)CC)c(C#N)c1C	-2	2	-6	1	0.0	0	0	6	17
Cn1c(=S)[nH]c2cccnc21	-1	25	-6	-5	2.3	3	-3	-8	16
COc1ccc(C(=O)NC2CC2)cc1OC1CCN(Cc2ccc(NC(C)=O)cc2)CC1	-2	13	10	9	-0.7	-1	-2	11	8
COc1ccc(CN2C(=O)c3ccccc3C2C(=O)NCc2cccnc2)c(OC)c1 (stereo unspecified)	-1	11	-5	28	-0.7	-1	-23	8	4
c1ccc(CNC2=NCCCC2)cc1	-1	-2	2	25	-2.4	-6	-15	11	10
Cc1ccc(S(=O)(=O)N2CCCC2CNC(=O)c2ccc(F)c(F)c2)cc1 (stereo unspecified)	0	1	-5	2	0.5	6	-7	10	10
CSc1nccn1CC(=O)Nc1ccc(F)cc1	3	16	4	-2	-0.7	-3	-7	10	-19
CC(C)Cn1c(-c2ccco2)nc2c(c(=O)c3ccccc3n2C)c1=O	3	-12	·	·	-1.6	0	·	·	-34
Cc1ccc(C(=O)NCCCN2CCOCC2)c(C)c1	-3	11	3	-26	3.0	1	-12	-1	33
CC(C)NC(=O)Nc1ccc2c(c1)C(=O)N([C@H](C)CO)C[C@H](C)[C@@H](CN(C)C(=O)Nc1ccc3c(c1)OCO3)O2	3	-2	19	-7	2.4	0	-6	7	-10
NC(=O)COC(=O)CC(c1ccccc1)c1ccccc1	0	15	3	5	-0.4	7	-10	4	11
O=S(=O)(c1ccc2nc(SCc3ccc(Cl)cc3)[nH]c2c1)N1CCOCC1	-6	7	-6	2	0.1	-9	2	-2	18
Cc1ccc(NC(=O)c2ccc3c(c2)OCCO3)nc1	-7	-238	-12	-57	-4.0	-110	-8	5	-39
O=C(COC(=O)c1ccco1)Nc1ccc([N+](=O)[O-])cc1Cl	-1	14	-3	-2	3.1	-19	-1	-5	24
Cc1[nH]c2ccccc2c1C(=O)CN1C(=O)C(=O)N(Cc2ccco2)C1=O	0	20	-1	0	2.2	10	3	-3	-32
COc1ccc(NC(=O)COC(=O)CCc2cc(OC)c(OC)c(OC)c2)c([N+](=O)[O-])c1	-3	4	-18	17	1.3	-8	1	-4	2
Cc1ccc(CCNc2ccccc2C)cn1	5	18	6	-8	-0.9	11	-6	-10	2
O=C(CSc1ncccn1)N1CCN(S(=O)(=O)c2ccccc2)CC1	-4	-5	2	11	-1.3	17	-7	-6	23
CCOC(=O)COc1c(OC)cc(Cl)cc1C1Nc2ccccc2C(=O)N1c1ccccc1 (stereo unspecified)	-3	2	15	3	-0.6	1	14	13	5
COc1ccc(Cl)cc1-n1c(=S)sc2c(=O)[nH]c(SCC(=O)NCC3CCCO3)nc21 (stereo unspecified)	-1	24	3	36	1.2	0	1	-23	-17
CC(=O)NS(=O)(=O)c1ccc(NS(=O)(=O)c2ccc3ccccc3c2)cc1	4	1	2	2	-1.1	-25	5	6	21
CCCc1nc2ccccc2c(C(=O)OCC(=O)NCc2ccc3c(c2)OCO3)c1CC	-2	26	7	-26	-1.5	-9	15	6	22
COCCNC(=O)C12CC3CC(CC(Cl)(C3)C1)C2	-5	-9	-15	52	1.1	-15	10	0	12
COc1cccc(NC(=S)N2CCN(S(C)(=O)=O)CC2)c1	0	0	2	4	-2.0	-7	-9	-12	10
Cc1ccc(C(=O)Nc2ccccc2-c2ccccc2)cc1[N+](=O)[O-]	0	5	4	4	-1.1	-9	5	16	-10
CNC(C)C#Cc1ccc2sc3cc(OC)c(OC)cc3c(=O)c2c1 (stereo unspecified)	3	-29	·	·	1.6	-45	·	·	0
CCN1CCN(CCC(=O)Nc2cc(OC)cc(OC)c2)CC1	-3	-3	3	32	2.3	9	-2	11	-16
Cc1nn(-c2cccc(C(F)(F)F)c2)c(=O)c2ccccc12	0	-16	-6	17	0.9	-9	-2	6	-1
O=C(O)c1ccc(-n2nnnc2SCc2ccccc2Br)cc1	-3	12	-4	7	2.1	3	2	12	-10
OCCNCCCCOc1ccc(F)cc1	-2	7	-1	4	-3.0	-4	-6	19	0
CN(C)S(=O)(=O)c1ccc(C(=O)Nc2ccc3nc(N4CCOCC4)sc3c2)cc1	3	-31	1	-21	1.7	-3	7	7	-40
CCCOc1ccccc1/C=C1\SC(N)=NC1=O	1	8	-5	-5	-2.4	11	-11	12	33
COc1ccc(N(CC(=O)NCc2ccc3c(c2)OCO3)S(=O)(=O)c2ccc(O)c(C(=O)O)c2)cc1	·	·	7	-3	·	·	-2	3	·
CCCCCNC(=O)[C@@H]1CSC2c3ccccc3C(=O)N21 (stereo partly specified)	-3	2	0	0	0.6	-11	-13	10	-2

# Structural class: the entries above containing a COOH group (2)
compound	XBP1 UPR activ	697 NFkB inh	CXCR6 inh	Gli-Sufu block	CHOP UPR activ	Jurkat NFkB inh	EBI2 block	CCR6 antag	Mdm2 MdmX PPI
O=C(O)c1ccc(-n2nnnc2SCc2ccccc2Br)cc1	-3	12	-4	7	2.1	3	2	12	-10
COc1ccc(N(CC(=O)NCc2ccc3c(c2)OCO3)S(=O)(=O)c2ccc(O)c(C(=O)O)c2)cc1	·	·	7	-3	·	·	-2	3	·

# Continuation:
compound	XBP1 UPR activ	697 NFkB inh	CXCR6 inh	Gli-Sufu block	CHOP UPR activ	Jurkat NFkB inh	EBI2 block	CCR6 antag	Mdm2 MdmX PPI
CSCCC(NC(=O)CCC(=O)OCC(=O)[C@@]1(O)CCC2[C@@H]3CCC4=CC(=O)C=C[C@]4(C)C3[C@@H](O)C[C@@]21C)C(=O)O (stereo partly specified)	0	-1	-11	18	2.6	21	-9	7	-36
CCN1/C(=N\N)c2cccc3cccc1c23	4	3	5	4	0.4	5	2	7	16
CCOC(=O)c1cnc2c(C(=O)OCC)cnn2c1N	3	-27	-4	-15	8.0	-28	-13	1	20
CC(OC(=O)c1ccc2ncsc2c1)C(=O)NCc1ccccc1 (stereo unspecified)	-2	-7	·	·	0.3	-4	·	·	7
Cn1c(=O)cc(OCC(=O)NC2CCCCC2)c2ccccc21	2	-5	-7	3	-1.0	-12	-13	3	-20
O=C(Cc1ccc(Cl)c(Cl)c1)N1CCOCC1	-1	-2	-1	10	-0.9	-22	-3	6	0
O=C(Cc1ccccc1[N+](=O)[O-])N1CCN(S(=O)(=O)c2ccccc2)CC1	0	3	-8	4	0.9	6	-3	-3	25
COc1ccc(C(=O)Nc2c(O)ccc3ccccc23)cc1OC	-2	-1	-16	-4	0.0	-1	-7	-1	26
COc1cc(/C=C2/C(=O)ON=C2C)ccc1OCc1ccccc1F	17	-55	-6	-17	66*	-80	16	-7	-50
CCCc1nn2c(=O)cc(COc3ccc(NC(=O)c4ccco4)cc3)nc2s1	-6	-17	1	-4	3.2	7	1	1	74*
Cc1nnc(N2C(=O)C(=O)/C(=C(\O)c3ccc4c(c3)CC(C)O4)C2c2ccccc2)s1 (stereo unspecified)	-5	-23	3	28	-0.3	-11	4	7	10
Cc1nc(N2CCN(Cc3ccc(Cl)cc3)CC2)c2oc3ccccc3c2n1	-2	-23	-5	4	-0.8	9	26	1	32

# Screening results as filed in PubChem BioAssay.
